IL1B cytotox = HUVEC cytotoxicity counter-screen, IL-1B stimulated | hit rate 0.41% among 94,000 | cell count reduction, % at 2 µM | AID 845 | HUVEC cell count loss, Hoechst imaging;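 active means cell count reduction more than 3 SD above the screen-wide mean, cut at about 70% in these data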;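 further: normalized per plate to untreated control cells as the no-loss baseline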
Plk1 PBD FP = inhibitors of human Plk1 polo box domain binding; hit rate 0.13% among 97,000; AID 693; P53350; Plk1 PBD phosphopeptide binding, fluorescence polarization; inhibition, %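 (tested at about 20 µM)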; in the data active means inhibition above about 34%, passing the limit was not always enough
TNFa cytotox = toxic to HUVEC cells under TNF alpha stimulation; HUVEC TNFalpha-stimulated, Hoechst cell count, imaging; cell count reduction, % at 2 µM; hit rate 0.17% among 93,000; AID 848;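 active means cell count reduction exceeding the screen mean by over 5 SD, scaled to untreated wells per plate, cut at about 78% in these data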;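 further: cells counted after 24 h of TNF alpha exposure following the 1 h pretreatment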
Ecoli WT expand = E. coli BW25113 growth inhibition, expanded screen; OD600 absorbance; growth inhibition, % at 100 µM; hit rate 0.15% among 98,000; AID 710;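 active means growth inhibition above about 50% at one test dose, limit read from the data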;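 further: growth measured after 20 h incubation at 37 °C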
sEH inhibitor = soluble epoxide hydrolase (human) inhibition. P34913. recombinant human sEH enzymatic activity assay. inhibition, % at 2 µM. hit rate 0.34% among 91,000. AID 707; in the data active means inhibition above about 80%; further: values of inactives mirror those of a sister screen read the other way; many of its hits are not listed in these tables
PLK1 kinase inh = inhibitors of human PLK1 kinase; P53350; recombinant PLK1 kinase, TR-FRET peptide phosphorylation; inhibition, % at 10 µM; hit rate 0.53% among 97,000; AID 619;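 active means inhibition of 50% or more in the single-concentration screen; inactive means inhibition below 50%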;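 further: 0% = DMSO max control and 100% = H-89 dihydrochloride min control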
VCAM1 TNFa inh = reduces TNF alpha induced VCAM1 expression in HUVEC; AID 802; HUVEC TNFa-induced VCAM-1 immunofluorescence, high-content imaging; hit rate 0.48% among 95,000; inhibition, % at 2 µM;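 active means inhibition above the batch mean plus 3 SD, with images confirmed as a hit by eye, cut at about 37% in these data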;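 further: 0% = TNF-stimulated DMSO wells and 100% = unstimulated control wells; not every result past the cut was called active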
cytoskel mod = alters cytoskeleton assembly in HUVEC cells | inhibition, % at 2 µM | HUVEC TNFa F-actin phalloidin imaging, high content | hit rate 0.18% among 91,000 | AID 836;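 active means inhibition above the batch mean plus 3 SD and confirmed as a hit by visual image inspection, cut at about 30% in these data, passing the limit was not always enough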; further: strong numbers were not always called active
hDAT+cocaine = changed human dopamine transporter uptake under cocaine IC80; Q01959; B-score at 10 µM; hit rate 1.3% among 110,000; LLC-PK1 hDAT cells, [14C]-dopamine uptake with cocaine IC80; actives deviate in either direction;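 active means Z score or B-score, a plate-position-corrected score, falls beyond the plate's 99.7% confidence bounds, in either direction; inactive means both scores lie inside the 99.7% bounds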;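 further: scored against the spread of the other compound wells on the same plate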
Target sequence (Q01959 whole entry, looked up): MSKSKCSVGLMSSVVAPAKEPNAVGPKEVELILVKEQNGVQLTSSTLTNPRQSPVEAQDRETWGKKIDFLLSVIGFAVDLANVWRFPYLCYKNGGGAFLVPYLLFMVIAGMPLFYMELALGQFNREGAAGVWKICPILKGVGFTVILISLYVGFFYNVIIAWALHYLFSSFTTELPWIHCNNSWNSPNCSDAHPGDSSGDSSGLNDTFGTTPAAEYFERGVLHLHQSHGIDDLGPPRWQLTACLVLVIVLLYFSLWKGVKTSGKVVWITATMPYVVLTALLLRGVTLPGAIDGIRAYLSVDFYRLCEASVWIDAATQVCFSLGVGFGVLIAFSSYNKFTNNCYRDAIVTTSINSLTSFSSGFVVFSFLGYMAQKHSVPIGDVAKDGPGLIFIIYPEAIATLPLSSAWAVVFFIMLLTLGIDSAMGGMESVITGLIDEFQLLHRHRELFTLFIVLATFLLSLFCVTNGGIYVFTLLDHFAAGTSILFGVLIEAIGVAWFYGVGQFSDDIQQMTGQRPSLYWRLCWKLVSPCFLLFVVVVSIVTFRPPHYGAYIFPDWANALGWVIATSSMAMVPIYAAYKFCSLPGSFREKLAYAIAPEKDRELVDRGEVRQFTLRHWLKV
* marks the source's active call; other numbers are inactive results; / = not tested or not shown.

SMILES	IL1B cytotox	Plk1 PBD FP	TNFa cytotox	Ecoli WT expand	sEH inhibitor	PLK1 kinase inh	VCAM1 TNFa inh	cytoskel mod	hDAT+cocaine
Cc1ccc(C(C)C)c(OCC(O)CN2CC(C)OC(C)C2)c1 (stereo unspecified)	19	24	28	0	-21	-6	21	-38	-0.016
Clc1ccc(CSc2nc3ccncc3[nH]2)cc1	-6	19	-14	9	2	1	0	-7	1
O=C(CSC1=NCCS1)N1CCOCC1	13	21	6	-10	3	-16	-3	3	-0.35
CC(C)NC(=O)c1cnc(N2CCN(c3ccccn3)CC2)c2ccccc12	-18	-9	1	6	5	-7	-12	-14	0.46
Cc1cc(=O)n(CC(C)C)c(O)c1C#N	5	10	2	7	6	4	9	4	0.34
COn1c(-c2ccccc2)nc2ccc(Cl)cc21	-64	-14	-24	37	8	-2	20	1	-0.47
COc1cc([N+](=O)[O-])ccc1NC(=O)CCCOc1ccccc1	-10	13	-1	-3	24	-5	4	-10	/
CC(C)CNc1nc(Oc2ccc(=O)n(-c3ccccc3)n2)nc(N2CCOCC2)n1	-8	-8	-14	-1	7	-24	-8	0	-0.014
Cc1ccc([N+](=O)[O-])cc1N=C(c1cccc([N+](=O)[O-])c1)N1CCOCC1	4	9	12	1	-6	-12	14	-3	0.042
COC(=O)c1cc(NC(=O)/C=C/c2ccc3c(c2)OCO3)cc(C(=O)OC)c1	2	-5	-5	4	4	-9	5	7	-0.56
CCOC(=O)c1sc(/N=C/c2c(C)[nH]n(-c3ccccc3)c2=O)c(C#N)c1C	-26	-89	-17	-8	-6	-8	-10	0	/
N#CCC1c2ccccc2CCN1C(=O)Nc1ccc(Cl)cc1 (stereo unspecified)	5	12	-9	6	42	-8	-1	58	-3.2*
COC(=O)C(NC(C)=O)(Nc1nc2c(C)cc(C)cc2s1)C(F)(F)F (stereo unspecified)	-24	-6	-13	-6	3	-24	13	-10	-0.73
O=C(CSc1nc2ccccc2o1)NCCOc1ccccc1	-13	30	-12	11	4	0	-1	-41	0.47
Cn1c(=N)n(CC(O)c2ccco2)c2ccccc21 (stereo unspecified)	-31	11	-8	-4	6	-1	-15	-26	-0.92
CCCCNc1nc(N(C)c2ccccc2)nc(-n2ccnc2)n1	11	-6	-30	-2	3	-6	-8	36	0.73
N/C(Cc1ccc(Cl)cc1)=N\OC(=O)c1ccc2ccccc2c1	-5	-12	-2	-2	-5	-10	11	-27	-0.81
CC1CCN(C(=S)NC(=O)c2ccccc2)CC1	-19	13	-12	-2	-13	-7	-1	1	1
CC(=O)c1c(NCc2ccccc2)nc(=O)n(-c2ccccc2)c1C	1	14	-6	-1	-12	-16	3	-12	1.1
C=CCNC(=O)c1onc(CSc2cccc(OC)c2)c1C(=O)O	-19	15	-15	-2	11	-9	6	18	-0.97
Cc1cc(CN2CCN(CCC#N)CC2)c(O)c(C2(C)CCCCC2)c1	-173	-11	-10	7	3	-17	13	-7	-0.62
CCOC(=O)C1=C(C)OC(N)=C(C#N)C1c1ccc(O)c(OC)c1 (stereo unspecified)	-13	-23	-21	-3	1	-4	14	/	1.3
C=CCNC(=O)C1CCN(c2nc(C)cc(-c3ccccc3)n2)CC1	-13	-12	4	-3	14	-20	4	-8	0.19
Cn1c(SCc2ccc(C(=O)Nc3nccs3)cc2)nnc1-c1ccccc1	-16	4	1	-3	-12	-9	14	-4	-0.056
O=C(Nc1ccc(O)cc1)c1ccc(C(=O)c2ccccc2)o1	-35	6	-20	-4	-14	-16	14	4	0.13
CC(NC(=O)COC(=O)Cc1ccsc1)C1CC2CCC1C2 (stereo unspecified)	5	37	49	7	14	-11	88*	-6	0.87
CC(NC(=O)C1CCCN(S(=O)(=O)c2cccc3nonc23)C1)c1ccccc1 (stereo unspecified)	4	-16	-20	-1	3	-12	-21	/	-0.31
Cc1c(C(=O)O)sc(=S)n1-c1ccccc1	6	24	68	-2	-6	-11	55	-17	0.03
COc1ccc(C(=O)Nc2sc(C)c(-c3ccccc3)c2C#N)cc1OC	4	-5	-14	-13	-1	-15	13	1	0.016
O=C(C1CCN(S(=O)(=O)N2CCOCC2)CC1)N1CCN(Cc2ccccc2)CC1	-94	-16	-33	-5	12	2	18	/	0.59
CCOc1ccc(-c2n[nH]c(C)c2Oc2ccc(OC)cc2)c(O)c1	-9	4	-15	9	9	-2	-22	0	-0.34
COc1cccc(C2/C(=C(\O)c3ccc4c(c3)OCCO4)C(=O)C(=O)N2CCCN(C)C)c1OC (stereo unspecified)	-54	11	-18	/	-22	-12	20	0	/
CCC(C)(C)n1nnnc1C(c1cc2cc(C)cc(C)c2[nH]c1=O)N1CCN(Cc2ccc3c(c2)OCO3)CC1 (stereo unspecified)	8	-7	1	-7	-2	-1	-5	/	/
O=C(CN1C(=O)C2CC=CCC2C1=O)Nc1nnc(SCc2ccc(F)cc2)s1 (stereo unspecified)	-12	-4	-8	7	-4	-13	-3	-25	0.95
Cc1ccc(N2CC(C(=O)N/N=C/c3cccc([N+](=O)[O-])c3)CC2=O)cc1 (stereo unspecified)	-35	30	-21	2	-1	-6	12	32	0.083
CN1CCN(CC(=O)N(C)c2nc(-c3ccccc3)cs2)CC1	/	-14	/	3	6	-10	/	/	-0.32
CC(C)N(C(=O)COC(=O)c1ccc(O)cc1)C(C)C	12	-1	10	3	9	-4	6	-35	1.7
COC(=O)/C(=C\Nc1ccc(Cl)cc1Cl)NC(=O)c1ccccc1	30	-3	34	-7	-10	0	10	-16	0.0057
COc1cccc(Nc2nc3ccccc3nc2NS(=O)(=O)c2cccs2)c1	-7	0	-8	-5	/	-9	11	-13	-0.11
CC(C)Cc1cc(C(=O)N2N=C(C(F)F)CC2(O)C(F)F)c2ccccc2n1 (stereo unspecified)	6	-10	-2	/	2	-9	1	3	-0.087
CSCCC(C(=O)NCc1cccs1)N1C(=O)c2ccccc2C1=O (stereo unspecified)	-17	8	-13	3	-1	-8	-28	8	0.1
N=c1oc2ccccc2cc1C(=O)N/N=C/c1ccccc1	23	0	15	3	8	3	-5	-4	/
COc1ccc(N(CC(=O)N2CCc3ccccc3C2)S(C)(=O)=O)cc1	/	-21	-31	2	2	-5	19	7	-0.72
COC(=O)C1=C(C)N(C)C(C)=C(C(=O)OC)C1c1ccccn1	22	-32	-20	2	4	-9	-10	1	-0.52
Cc1ccccc1CN1CCN(S(=O)(=O)c2ccc(F)cc2)CC1	0	-13	-2	-4	17	-9	18	-28	-0.17
COc1ccc(C2C(C(=O)N3CCCCC3)CC(=O)N2c2ccc(OC)cc2)cc1 (stereo unspecified)	-1	10	6	1	7	-12	29	-12	0.48
COc1cccc(-c2csc3nnc(SCC(=O)NCc4cccs4)n23)c1	2	31	-27	2	4	-8	16	-10	0.71
CSc1nc(NC(C)(C)C)nc(Oc2ccc(=O)[nH]n2)n1	-33	-16	/	0	-1	-11	14	-6	-0.99

Whole records from above. Order of screens: IL1B cytotox, Plk1 PBD FP, TNFa cytotox, Ecoli WT expand, sEH inhibitor, PLK1 kinase inh, VCAM1 TNFa inh, cytoskel mod, hDAT+cocaine
Entry for `COc1cccc(Nc2nc3ccccc3nc2NS(=O)(=O)c2cccs2)c1` : -7, 0, -8, -5, /, -9, 11, -13, -0.11
Entry for `COc1ccc(C2C(C(=O)N3CCCCC3)CC(=O)N2c2ccc(OC)cc2)cc1` (stereo unspecified) : -1, 10, 6, 1, 7, -12, 29, -12, 0.48
Entry for `CSCCC(C(=O)NCc1cccs1)N1C(=O)c2ccccc2C1=O` (stereo unspecified) : -17, 8, -13, 3, -1, -8, -28, 8, 0.1
Entry for `COc1ccc(N(CC(=O)N2CCc3ccccc3C2)S(C)(=O)=O)cc1` : /, -21, -31, 2, 2, -5, 19, 7, -0.72
Entry for `COC(=O)C1=C(C)N(C)C(C)=C(C(=O)OC)C1c1ccccn1` : 22, -32, -20, 2, 4, -9, -10, 1, -0.52

(further entries)
SMILES	IL1B cytotox	Plk1 PBD FP	TNFa cytotox	Ecoli WT expand	sEH inhibitor	PLK1 kinase inh	VCAM1 TNFa inh	cytoskel mod	hDAT+cocaine
CS(=O)(=O)N1CCC(C(=O)Nc2ccc3c(c2)OCO3)CC1	-94	-9	-31	7	6	-8	-3	11	0.006
CCCNC(=S)N1CCC(NC(=O)C2CCCCC2)CC1	-22	12	11	0	1	-6	0	4	-0.66
Cc1cccc(C)c1NC(=O)CSc1nnc(-c2ccccc2)n1Cc1ccc2c(c1)OCO2	-7	-19	-7	-5	19	-8	2	-7	/
O=S(=O)(NC1=NCCCCC1)c1cccs1	-70	0	-14	3	-19	-7	-19	/	2
COc1ccc2c(c1)C(C)CC(C)(C)N2C(=O)CSc1ncn[nH]1 (stereo unspecified)	3	-14	-32	-5	-3	-15	-6	-16	0.53

Filtered by structure, the entries above containing a furan ring, fused or not
SMILES	IL1B cytotox	Plk1 PBD FP	TNFa cytotox	Ecoli WT expand	sEH inhibitor	PLK1 kinase inh	VCAM1 TNFa inh	cytoskel mod	hDAT+cocaine
Cn1c(=N)n(CC(O)c2ccco2)c2ccccc21 (stereo unspecified)	-31	11	-8	-4	6	-1	-15	-26	-0.92
O=C(Nc1ccc(O)cc1)c1ccc(C(=O)c2ccccc2)o1	-35	6	-20	-4	-14	-16	14	4	0.13

Source: PubChem
